Screens (PubChem BioAssay)
RGS8-Gao reg: regulators of human RGS8-Galphao interaction. P09471. multiplexed bead flow cytometry, RGS8-Galphao binding; actives lie on both sides. response (percent of control binding), % at 10 µM. 220,000 tested, 0.34% active. AID 1423; in the data active means response below about 60% or above about 140%; inactive means in between;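 further: Galphao activated as the GDP aluminium fluoride complex binding bead-coupled RGS8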
Bcl-2 Bim block: human Bim-Bcl-2 interaction inhibition | Bead-based flow cytometry, Bim peptide-Bcl-2 binding | 190,000 tested, 0.06% active | P10415 | AID 950 | inhibition, % at 10 µM; in the data active means inhibition above about 40%; inconclusive means no clear call, values can overlap the other calls;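 further: 0% = no compound wells with probe peptide and 100% = reference peptide inhibitor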
Target sequence (P10415 whole entry, looked up): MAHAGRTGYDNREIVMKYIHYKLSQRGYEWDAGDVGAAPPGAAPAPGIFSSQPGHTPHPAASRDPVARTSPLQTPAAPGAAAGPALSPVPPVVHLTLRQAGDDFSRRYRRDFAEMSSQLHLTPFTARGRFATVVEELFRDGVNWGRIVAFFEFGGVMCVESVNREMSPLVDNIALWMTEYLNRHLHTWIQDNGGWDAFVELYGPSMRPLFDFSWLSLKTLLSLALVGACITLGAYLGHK
RGS7-Gao reg: modulates binding of RGS7 to human Galphao | P09471 | Multiplexed bead flow cytometry; actives lie on both sides | binding response (% of control), % at 10 µM | 220,000 tested, 0.35% active | AID 1439; in the data active means binding response below about 49% or above about 150%; inconclusive means no clear call, values can overlap the other calls; inactive means in between;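 further: fluorescent Galphao held in activated GDP-AlF4 state binding bead-coupled RGS7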
ABCG2 block: human ABCG2 inhibition, ABCB1 as counter-screen; Q9UNQ0; IgMXP3 cells, JC-1 efflux, flow cytometry; inhibition, % at 6.6 µM; 190,000 tested, 0.1% active; AID 1325;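 active means inhibition above 80%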;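 further: 0% = DMSO and 100% = nicardipine control wells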
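Measure – % inhibition of efflux relative to nicardipine and DMSO · Test system – ABCG2 IgMXP3 and barcoded ABCB1 CCRF-Adr cell mix · Control set – nicardipine as high control, DMSO as low control · Compound – one concentration, 6.6 µM final · Signal – flow cytometry of retained JC-1 fluorescence · Timing – 10 min exposure at 25 °C with rotation, no wash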
Bim-Bcl-W: disrupts Bim peptide binding to human Bcl-W. bead-based flow cytometry. inhibition, % at 10 µM. 190,000 tested, 0.02% active;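 further: 0% = bound tracer without compound and 100% = peptide blocker; higher means less fluorescent Bim peptide bound to Bcl-W beads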
Target sequence (Q92843 whole entry, looked up): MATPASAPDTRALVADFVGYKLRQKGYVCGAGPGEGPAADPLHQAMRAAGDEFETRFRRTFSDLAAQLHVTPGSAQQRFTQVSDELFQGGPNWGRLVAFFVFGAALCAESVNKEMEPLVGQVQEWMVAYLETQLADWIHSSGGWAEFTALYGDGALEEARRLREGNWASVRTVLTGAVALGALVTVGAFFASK
Bim-Bfl-1: inhibitors of Bim-Bfl-1 interaction, human; Bead-based flow cytometry, Bim-Bfl-1 binding inhibition; inhibition, % at 10 µM; 190,000 tested, 0.12% active; Q16548;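 further: 0% = wells without compound plus tracer and 100% = blocker peptide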
Bim-Bcl-B: human Bim-Bcl-B interaction inhibition; Q9HD36; bead-based flow cytometry, Bim peptide-Bcl-B binding; inhibition, % at 10 µM; 190,000 tested, 0.073% active; AID 951;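 further: 0% = tracer peptide without compound and 100% = reference inhibitor peptide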
Target sequence (Q9HD36 whole entry, looked up): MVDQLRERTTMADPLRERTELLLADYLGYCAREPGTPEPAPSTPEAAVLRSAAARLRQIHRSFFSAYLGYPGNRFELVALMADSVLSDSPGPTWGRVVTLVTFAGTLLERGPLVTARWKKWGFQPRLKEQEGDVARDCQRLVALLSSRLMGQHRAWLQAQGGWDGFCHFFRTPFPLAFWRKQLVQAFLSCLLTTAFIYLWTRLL
RGS4-Gao reg: modulates binding of RGS4 to human Galphao; P09471; Multiplexed bead flow cytometry; actives lie on both sides; binding response (% of control), % at 10 µM; 220,000 tested, 0.33% active; AID 1415; in the data active means binding response below about 49% or above about 150%; inactive means in between;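 further: fluorescent Galphao activated with aluminum fluoride binding bead-coupled RGS4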
ABCB1 inh: human ABCB1 inhibition, ABCG2 as counter-screen; inhibition, % at 6.6 µM; AID 1326; CCRF-Adr cells, JC-1 efflux, flow cytometry; 190,000 tested, 0.067% active; P08183; in the data active means inhibition above about 40%;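 further: 0% = vehicle and 100% = reference inhibitor; higher value means more JC-1 retained so stronger ABCB1 efflux block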
Bcl-XL Bim block: inhibitors of Bim-Bcl-XL interaction, human | Bim peptide-Bcl-XL binding, bead flow cytometry, fluorescence | inhibition, % at 10 µM | 190,000 tested, 0.04% active | Q07817 | AID 1007
Target sequence (Q07817 whole entry, looked up): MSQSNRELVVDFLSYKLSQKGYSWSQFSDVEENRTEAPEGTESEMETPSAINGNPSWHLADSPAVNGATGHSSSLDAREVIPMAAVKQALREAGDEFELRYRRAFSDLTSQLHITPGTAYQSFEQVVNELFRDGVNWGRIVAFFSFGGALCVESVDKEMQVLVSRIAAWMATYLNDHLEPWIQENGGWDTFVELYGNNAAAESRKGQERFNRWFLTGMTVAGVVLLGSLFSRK
Bim-Mcl-1: disrupts Bim peptide binding to human Mcl-1; Bead-based flow cytometry, Bim peptide-Mcl-1 binding; Q07820; 190,000 tested, 0.1% active; inhibition, % at 10 µM;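 further: 0% = no compound tracer wells and 100% = peptide blocker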
An asterisk follows results filed as active; ? = inconclusive; . = not tested or not shown. Unless noted, no stated cut-off is given here; in the data, active means inhibition above about 40%.

item	Compound	Bim-Bcl-W	Bim-Bcl-B	Bcl-XL Bim block	Bim-Bfl-1	RGS4-Gao reg	Bcl-2 Bim block	Bim-Mcl-1	ABCB1 inh	RGS8-Gao reg	RGS7-Gao reg	ABCG2 block
1	Cc1no[n+]([O-])c1COc1cccc(/C=C2\N=C(c3ccccc3)OC2=O)c1	-4.0	-6.0	-9.0	-1.0	116.4	-3.0	-6.0	0.1	118.3	115.2	15.9
2	O=C(CSc1nnc(-c2ccc(F)cc2)o1)c1ccc2c(c1)OCCO2	-2.0	-10.0	-7.0	-14.0	99.0	-11.0	-1.0	0.3	101.5	103.1	2.2
3	O=C(NCCN1CCOCC1)c1ccc2c(c1)ncn2C1CCCC1	-3.0	-8.0	-4.0	-1.0	105.2	2.0	-1.0	0.9	107.4	107.3	3.9
4	CN1CCN(NC(=O)c2cc(S(=O)(=O)N3CCOCC3)c(Cl)cc2Cl)CC1	-5.0	-6.0	-8.0	-4.0	104.1	-3.0	-3.0	2.1	98.7	106.4	18.6
5	CCOc1nnc(C)c2c(C)n(-c3cccc(OC)c3)nc12	1.0	2.0	-1.0	2.0	102.4	1.0	-2.0	0.1	103.3	103.3	4.8
6	O=C(CCCN1C(=O)c2ccccc2C1=O)Nc1sc2c(c1C(=O)NCc1ccco1)CCC2	-3.0	-13.0	-13.0	-14.0	92.1	-6.0	-4.0	0.8	99.0	94.3	2.0
7	O=C(NCc1ccco1)Nc1ccc(Br)cc1	-4.0	-1.0	-3.0	1.0	104.0	1.0	-1.0	0.2	104.9	102.1	4.3
8	Cc1ccc(N/C=C2/Sc3ccccc3NC2=O)cc1	0.0	-7.0	-2.0	-3.0	99.0	-3.0	0.0	0.2	101.1	104.5	7.2
9	COc1ccc(-c2cc(-c3ccccc3)nc(SCC(=O)Nc3ncc(C)s3)c2C#N)cc1	-3.0	-5.0	-6.0	0.0	95.7	-1.0	-3.0	-0.6	82.8	97.7	-2.5
10	COc1ccc(-c2csc(NC(=S)NC(=O)c3cccs3)n2)cc1OC	-2.0	-1.0	-2.0	-4.0	95.9	0.0	0.0	-0.9	99.4	?	-2.5
11	COc1cccc(CNC(=O)c2cc3c(C)nc4ccccc4c3o2)c1	2.0	-1.0	-1.0	-8.0	98.3	-8.0	1.0	0.5	100.5	97.5	0.3
12	Cc1ccccc1CS(=O)(=O)CCC(=O)NCc1ccccn1	0.0	-7.0	-2.0	-13.0	105.9	-7.0	-3.0	2.1	102.8	100.2	11.1
13	CC(=O)NC1C(OCc2ccccc2)OC2COC(C)(C)OC2C1O (stereo unspecified)	-6.0	-3.0	-4.0	-9.0	103.9	-6.0	-4.0	0.1	104.5	105.3	-0.4
14	Cc1cccc(N2CCN(C(=O)/C=C/c3cccs3)CC2)c1C	-4.0	-4.0	-4.0	-2.0	102.7	-2.0	-1.0	0.5	102.2	100.9	5.9
15	COc1ccc(C(=O)NC(=S)N2CCOCC2)cc1OC	0.0	-6.0	-2.0	-6.0	102.2	0.0	0.0	0.3	104.2	102.5	1.8
16	CN1CCN(S(=O)(=O)c2cccs2)CC1	-1.0	-6.0	-6.0	-9.0	101.7	-2.0	-1.0	1.8	106.9	105.0	3.6
17	COc1ccc(Cn2c(C)c(C)c(C#N)c2NC(=O)Nc2cccc(C)c2)cc1	2.0	-6.0	-5.0	-11.0	98.0	-4.0	-1.0	2.5	98.6	95.1	21.0
18	Cc1ccc(SCCC(=O)N/N=C/c2ccccc2O)cc1	-1.0	-5.0	-6.0	-5.0	106.9	-4.0	2.0	0.1	104.7	108.2	7.5
19	CCc1nc(C)ccc1OCC(=O)N(CC)CC	1.0	-1.0	1.0	-6.0	101.3	0.0	4.0	-0.1	100.1	99.8	-3.8
20	CCOc1cc(-c2cc(N)n[nH]2)cc(OCC)c1OCC	-5.0	-6.0	-6.0	-8.0	100.9	-4.0	-1.0	0.4	98.1	99.6	1.4
21	C=CCn1c(SC(C)C(N)=O)nc2sc(CC)cc2c1=O (stereo unspecified)	-11.0	0.0	-19.0	-1.0	96.5	-6.0	-26.0	0.4	100.6	96.9	1.6
22	CCOCCCNC(=O)C(NC(=O)c1cnccn1)c1ccc(C)cc1 (stereo unspecified)	0.0	-9.0	0.0	-8.0	97.1	-4.0	0.0	0.8	102.5	100.6	5.4
23	CSCCC(NS(=O)(=O)c1ccc2c(c1)oc(=O)n2C)C(=O)NC1CCC(C)CC1 (stereo unspecified)	-6.0	-5.0	-7.0	-2.0	93.1	-5.0	-3.0	0.3	95.4	95.7	0.6
24	CC(=O)N/C(=C\c1ccc(F)cc1)C(=O)N(C)C	-4.0	-13.0	-5.0	-1.0	86.9	-4.0	-7.0	0.0	82.5	86.3	-1.5
25	Cc1nn(C)c(C(=O)N/N=C/c2cccc3ccccc23)c1Cl	-1.0	-6.0	-3.0	1.0	27.8*	-1.0	-1.0	0.8	38.2*	27.9*	12.8
26	CC(C)OCCCN1C(=O)c2ccccc2C1C(=O)NC1CCCCC1 (stereo unspecified)	-3.0	0.0	-2.0	-2.0	96.4	-1.0	-4.0	0.0	95.9	94.7	0.1
27	O=C(O)c1cc([N+](=O)[O-])ccc1C(=O)Nc1ccccc1	-3.0	-2.0	0.0	0.0	102.0	-3.0	-2.0	0.0	101.8	98.3	0.4
28	COc1ccc(OC)c(NC(=O)CC(NC(C)=O)c2ccccc2)c1 (stereo unspecified)	0.0	-3.0	-2.0	-5.0	93.7	1.0	0.0	0.0	98.3	86.8	23.6
29	CCOc1cc(C2NN=C(c3ccccc3)S2)ccc1OCc1ccccc1Cl (stereo unspecified)	-1.0	-4.0	0.0	0.0	105.7	0.0	-2.0	1.3	104.5	105.8	3.8
30	COc1cccc(NC(=O)N(CCCN2CCOCC2)C(C)c2cc3cccc(OC)c3o2)c1 (stereo unspecified)	-2.0	-7.0	-7.0	-17.0	98.6	-9.0	-4.0	3.5	99.6	96.9	2.6
31	CCCOc1ccc(OC(=O)c2ccc(Br)o2)cc1	2.0	-7.0	-3.0	-12.0	92.5	-6.0	-1.0	0.3	96.3	95.2	1.3
32	COc1cc([N+](=O)[O-])ccc1NC(=O)CN1CCOCC1	1.0	-2.0	-4.0	-1.0	97.0	0.0	-1.0	1.2	98.9	?	10.6

Compound profiles, from the list above. Screens in order: Bim-Bcl-W	Bim-Bcl-B	Bcl-XL Bim block	Bim-Bfl-1	RGS4-Gao reg	Bcl-2 Bim block	Bim-Mcl-1	ABCB1 inh	RGS8-Gao reg	RGS7-Gao reg	ABCG2 block
`Cc1ccc(SCCC(=O)N/N=C/c2ccccc2O)cc1` is listed as -1.0	-5.0	-6.0	-5.0	106.9	-4.0	2.0	0.1	104.7	108.2	7.5
`COc1ccc(-c2cc(-c3ccccc3)nc(SCC(=O)Nc3ncc(C)s3)c2C#N)cc1` is listed as -3.0	-5.0	-6.0	0.0	95.7	-1.0	-3.0	-0.6	82.8	97.7	-2.5

Following part
item	Compound	Bim-Bcl-W	Bim-Bcl-B	Bcl-XL Bim block	Bim-Bfl-1	RGS4-Gao reg	Bcl-2 Bim block	Bim-Mcl-1	ABCB1 inh	RGS8-Gao reg	RGS7-Gao reg	ABCG2 block
33	Cc1cc(S(=O)(=O)NC2CCCCC2)ccc1OCC(=O)N1CCOCC1	-4.0	-5.0	-3.0	-2.0	101.6	1.0	-1.0	0.5	102.2	103.1	2.2
34	CN1/C(=C\C=C2/C(=O)Oc3ccccc3C2=O)C(C)(C)c2ccccc21	.	.	.	.	135.1	?	.	0.3	102.6	142.4	-6.2
35	Cc1ccc(N=Cc2c(C)[nH]n(-c3nc4ccccc4[nH]3)c2=O)cc1	-4.0	-8.0	-5.0	-11.0	97.2	0.0	-2.0	1.9	100.8	106.9	16.9
36	CCN1CCCC1CNC(=O)CS(=O)(=O)Cc1nc(-c2ccccc2C)oc1C (stereo unspecified)	0.0	-2.0	-1.0	-10.0	100.6	0.0	2.0	-0.1	99.4	98.9	-0.3
37	CCOC(=O)Cc1cc(-c2ccc(F)cc2)nc2ccc3ccccc3c12	-4.0	-4.0	-5.0	-3.0	105.3	-2.0	-4.0	-0.4	104.0	99.9	-1.2
38	COC(=O)C1CCCN1S(=O)(=O)c1ccc2ccccc2c1 (stereo unspecified)	-1.0	0.0	-3.0	-2.0	106.0	-4.0	0.0	1.3	107.7	99.0	4.9
39	Cc1nnc(NC(=O)CCC(=O)N2CCC(C)CC2)s1	-3.0	-9.0	-9.0	-15.0	102.0	-7.0	-6.0	0.5	102.2	101.6	11.2
40	Cc1ccccc1S(=O)(=O)c1c(C)cc(-c2ccccc2)[nH]c1=O	5.0	-5.0	-8.0	-12.0	101.6	-2.0	-1.0	0.5	99.2	100.8	0.8
41	Cc1ccc(S(=O)(=O)Nc2ccc3c(c2)ncn3C(C)(C)C)cc1	0.0	0.0	-1.0	0.0	98.1	2.0	5.0	1.8	99.3	98.8	4.5
42	Cc1nc(NC(=O)C(Cl)Cl)sc1C(=O)N(C)C	0.0	-3.0	-2.0	1.0	96.4	1.0	-2.0	-0.2	86.6	95.3	-2.2
43	CC(=O)c1ccc(-c2ccc(C(=O)N3CCN(c4ccc(F)cc4)CC3)o2)cc1	1.0	-7.0	-6.0	0.0	93.4	-1.0	-1.0	1.1	94.4	96.5	2.7
44	O=C(CN1C(=O)S/C(=C\C=C\c2ccccc2)C1=O)Nc1ccc(O)cc1	-2.0	-4.0	-3.0	-10.0	98.8	-8.0	-6.0	-1.4	93.3	99.7	-9.2
45	Cc1ccc2nc(Cl)c(/C=N/NC(=O)[C@H]3C[C@@H]3c3ccccc3)cc2c1	-3.0	8.0	-3.0	1.0	98.9	5.0	-3.0	0.0	98.5	100.6	-3.1
46	CCOC(=O)N1CCN(C(=O)CS(=O)(=O)c2cn(Cc3ccccc3Cl)c3ccccc23)CC1	3.0	-6.0	-3.0	-10.0	102.3	-11.0	-1.0	1.8	102.8	98.2	1.5
47	O=C(CNS(=O)(=O)c1ccc2ccccc2c1)NCCc1ccccn1	-1.0	0.0	0.0	-3.0	105.8	-1.0	-1.0	0.0	104.8	108.4	1.7
48	COc1ccc(N2C(=O)CC(N(CCc3ccc(OC)c(OC)c3)C(=S)Nc3ccccc3)C2=O)cc1 (stereo unspecified)	-5.0	-7.0	-6.0	-1.0	95.6	-5.0	-5.0	-1.0	99.6	99.0	-4.8
49	O=C(NCCN1CCOCC1)c1cccnc1SCc1ccccc1Cl	-5.0	-7.0	-6.0	-4.0	100.5	0.0	-3.0	0.1	100.2	102.3	0.9
50	Cc1ccc(C2Nc3ccccc3-c3nc4ccccc4n32)o1 (stereo unspecified)	0.0	-7.0	-5.0	-13.0	99.0	-17.0	0.0	0.2	99.4	99.9	7.9
51	CCOC(=O)Cc1csc(NC(=O)COc2cc(C)cc(C)c2)n1	-5.0	-2.0	-3.0	-8.0	101.5	-8.0	-4.0	0.4	102.7	104.9	2.3
52	C[C@@H](C(=O)OCC(=O)Nc1cc(S(=O)(=O)N2CCOCC2)ccc1Cl)N1C(=O)C2CCCCC2C1=O (stereo partly specified)	-3.0	-9.0	-5.0	-1.0	99.2	-3.0	-8.0	0.9	100.9	102.5	1.2
53	N#C/C(=C\c1ccc[nH]1)Sc1nc2ccccc2s1	4.0	-7.0	0.0	-5.0	101.6	-7.0	0.0	0.9	96.2	99.7	2.7

The order is random; any-hit rate near 0.94%.
